miR122 inh: miR-122 inhibition in Huh7 cells; activation (reporter increase), % at 12.5 µM; 340,000 compounds, 0.3% hits; Huh7 miR-122 Renilla luciferase sensor, 48 h; neutral wells = 0, positive control = 100;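 active = mean replicate activation score at least 90 and every replicate individually at or above 90; inconclusive = only one of the two criteria met; inactive = neither criterion met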;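 note: higher luciferase means less miR-122 activity so hits act as miR-122 inhibitors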
SIRT5 inh: blocks human SIRT5 desuccinylation of peptide; Q9NXA8; Purified SirT5, succinyl-peptide AMC, trypsin-coupled fluorescence; inhibition, % at 15 µM; 330,000 compounds, 1.1% hits; AID 652115; in the data active = inhibition above about 15%; inconclusive = no clear call, values can overlap the other calls
Target sequence (Q9NXA8 whole entry, looked up): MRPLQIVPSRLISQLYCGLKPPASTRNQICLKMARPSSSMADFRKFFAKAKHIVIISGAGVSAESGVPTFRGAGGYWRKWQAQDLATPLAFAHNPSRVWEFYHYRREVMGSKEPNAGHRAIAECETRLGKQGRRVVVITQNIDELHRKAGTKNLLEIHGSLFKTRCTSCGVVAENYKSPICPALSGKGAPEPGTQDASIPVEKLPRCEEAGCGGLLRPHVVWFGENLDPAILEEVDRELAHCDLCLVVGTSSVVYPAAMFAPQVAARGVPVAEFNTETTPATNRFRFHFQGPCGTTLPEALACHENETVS
Casp6 inh: caspase-6 (human) enzyme inhibition. purified caspase-6, Z-VEID-R110 cleavage fluorescence. AID 686996. 350,000 compounds, 0.53% hits. inhibition, % at 12.5 µM;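 active = mean inhibition across replicates at least about 35%, with every replicate also reaching that limit, limit read from the data; inconclusive = only one of the two criteria met; inactive = neither criterion met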;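 note: 0% = median of neutral control wells and 100% = no fluorescence left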
Target sequence (P55212 24-179 limits assumed): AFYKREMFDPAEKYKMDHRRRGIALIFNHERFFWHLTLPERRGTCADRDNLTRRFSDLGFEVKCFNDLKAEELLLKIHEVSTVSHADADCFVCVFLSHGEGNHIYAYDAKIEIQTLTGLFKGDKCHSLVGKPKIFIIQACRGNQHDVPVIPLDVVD
Target sequence (P55212 194-293 limits assumed): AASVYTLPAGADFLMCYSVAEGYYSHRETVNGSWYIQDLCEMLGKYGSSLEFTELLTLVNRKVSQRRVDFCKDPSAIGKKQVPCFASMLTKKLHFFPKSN
ERp5 inh: inhibitors of human ERp5. Q15084. 350,000 compounds, 0.05% hits. AID 651711. ERp5 insulin aggregation, absorbance 650 nm, 90 min. inhibition, % at 9.99 µM;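 active = mean replicate inhibition above about 25%, with every replicate also reaching it, limit read from the data, passing the limit was not always enough; inconclusive = only one of those two criteria met; inactive = neither criterion met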
Target sequence (Q15084 whole entry, looked up): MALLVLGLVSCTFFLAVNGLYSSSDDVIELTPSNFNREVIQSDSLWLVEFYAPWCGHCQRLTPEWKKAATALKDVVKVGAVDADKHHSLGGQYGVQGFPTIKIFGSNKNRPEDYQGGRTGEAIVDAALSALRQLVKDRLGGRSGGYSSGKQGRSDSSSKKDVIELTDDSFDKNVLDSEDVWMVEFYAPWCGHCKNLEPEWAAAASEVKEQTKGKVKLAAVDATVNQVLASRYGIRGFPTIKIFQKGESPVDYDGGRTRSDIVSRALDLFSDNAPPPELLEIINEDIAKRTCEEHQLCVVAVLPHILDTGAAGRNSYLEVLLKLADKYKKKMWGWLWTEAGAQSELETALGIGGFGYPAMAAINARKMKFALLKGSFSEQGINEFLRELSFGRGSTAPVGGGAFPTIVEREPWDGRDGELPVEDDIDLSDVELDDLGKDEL
DENV2 CPE rescue: DENV2-induced cell death inhibition | DENV2-infected cells, cytopathic effect rescue, plate reader | CPE inhibition, % at 9.99 µM | 350,000 compounds, 1.7% hits; in the data active = CPE inhibition above about 20%, passing the limit was not always enough; inconclusive = no clear call, values can overlap the other calls; tested in BHK-21 cells;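 note: 0% = median of neutral control wells and 100% = median of positive control wells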
ERAP1 HTS inh: blocks human ERAP1 aminopeptidase activity; recombinant ERAP1, Leu-AMC fluorescence, 60 min; inhibition, % at 10.7 µM; 340,000 compounds, 0.15% hits; Q9NZ08;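 active = mean replicate inhibition of at least 30%, or all replicates individually reaching that 30% level; inactive = mean below 30% and not every replicate reaching it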;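 note: 0% = neutral control wells and 100% = L-leucinethiol positive control wells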
F508del corr: correctors of CFTR F508del function in bronchial epithelial cells; 350,000 compounds, 0.36% hits; activity (quench increase), % at 7.58 µM; CFBE cells, YFP halide quenching; stimulated with forskolin plus potentiator P3; % fluorescence drop versus neutral controls;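 active = mean added fluorescence quench of at least 8% versus neutral control, with both replicates also reaching 8%; inconclusive = only one of the mean or replicate conditions met; inactive = mean below 8% and not both replicates reaching 8%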;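 note: cells transiently co-express mutant CFTR-F508del with the halide-sensitive YFP; corrector assay measuring rescue of mutant channel to the surface after 24 h compound exposure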
Active calls of the source: *; ? = inconclusive; · = no result given; & = joins results of further samples; [ ] = dose if it differs, or a comment.

SMILES	miR122 inh	SIRT5 inh	Casp6 inh	ERp5 inh	DENV2 CPE rescue	ERAP1 HTS inh	F508del corr
Cc1cc(C)n2nc(C(=O)N(C)C(c3ccccc3)c3ccccc3)nc2n1	-1	-4	-2	2	0	7	-0.4
CCOC(=O)[C@@H]1[C@H]2COc3cc(OC)ccc3[C@H]2N2C(=O)N(c3ccc(C)cc3)C(=O)[C@@]12C	-1	·	7	-6	·	-4	0.4
CS(=O)(=O)N1Cc2ccccc2CC1C(=O)OCC(=O)NCCc1ccc(S(N)(=O)=O)cc1 (stereo not given)	-3	·	0	2	6	1	3.2
O=C(N/N=C/c1cc(Br)c(O)c(Br)c1O)c1cccnc1	-4	3	40*	8	0	0	-0.8
C[C@@H](NC(=O)C[C@@H]1C[C@H]2c3cc(NC(=O)c4cccnc4)ccc3O[C@H]2[C@@H](CO)O1)c1ccccc1	0[16.7 µM]	-2	-2	1	1	3	0.5
C[C@@H]1CN([C@@H](C)CO)C(=O)c2cc(NC(=O)CCCN(C)C)ccc2O[C@@H](C)CCCCO[C@H]1CN(C)S(=O)(=O)c1cccs1	-1[16.7 µM]	-8	0	0	1	1	-1.0
O=C(NCCN1CCCCC1)[C@@H]1N[C@@H]2c3ccc(-c4ccccc4)c(=O)n3C[C@@H]2[C@H]1CO	·	-13	-1	-1	?	2	-1.0
CC(C)c1csc(CN2CCC(CCC(=O)NCC3CCCO3)CC2)n1 (stereo not given)	-4	2	-2	-1	15	3	-0.6
COc1cccc(C(O)c2ncc(-c3ccccc3)[nH]2)c1 (stereo not given)	6	·	1	-1	7	-1	-1.7
CCc1ccc(N(C(=O)CCC(=O)Nc2cc(C)on2)C(C(=O)NC(C)(C)C)c2ccc(OC)cc2)cc1 (stereo not given)	·	-5	3	3	0	-6	-0.4
COCOCCn1cc(CN2CCS(=O)(=O)N(Cc3ccc(-c4cccc(N(C)C)c4)cc3)C(CC(C)C)C2=O)nn1 (stereo not given)	-3	0	-2	7	-3	-1	-4.7
COCc1ccc(C(=O)N(C)C2CCCN(Cc3ccccc3F)C2)o1 (stereo not given)	-5	-3	-1	0	9	-3	-1.2
Cc1ccc2nc(CN(C)C(=O)[C@H]3O[C@@H](n4ccc(N)nc4=O)[C@H](O)[C@@H]3O)[nH]c2c1	4	-3	0	-4	-11	-2	1.0
COc1ccc(CNC(=O)C[C@@H]2C[C@@H]3c4cc(NS(C)(=O)=O)ccc4O[C@@H]3[C@H](CO)O2)cc1	-2[16.7 µM]	3	2	-1	0	2	0.9
O=C(NNC(=O)c1ccc(Br)s1)NC1CCCCC1	-11	-3	-2	2	-6	4	0.6
O=C(Nc1ccccc1F)N1CC(=O)N2[C@H](C1)[C@H](c1ccc(C#Cc3ccc(F)cc3)cc1)[C@@H]2CO	·	1	-1	-6	11	-2	5.6
COc1ccc(NC(=O)COC(=O)C2CCC2)cc1Cl	-2	0	3	3	15	1	-0.9
C[C@@H]1CN([C@@H](C)CO)S(=O)(=O)c2ccc(C#CC3CC3)cc2O[C@H]1CN(C)Cc1cccc(F)c1	·	0	2	6	?	1	3.6
CCOC(=O)c1[nH]c2ccccc2c1NC(=O)NC(C)C	0	-2	-1	-1	6	6	0.8
COc1ccc(S(=O)(=O)N2CCCCCC2)cc1C(=O)NCc1ccco1	·	2	2	0	-13	-4	-3.0
S=C(NCc1ccco1)N1CCN(c2nc(-c3ccccc3)cs2)CC1	-2	-1	1	3	-9	3	2.3
COc1ccc(C#Cc2ccc3c(c2)[C@@H]2[C@@H](CCN2S(=O)(=O)c2cccc(OC)c2)[C@@H](CO)N3C)cc1	7[16.7 µM]	6	1	2	16	-2	5.6
CC(C)[C@H](NC(=O)OCc1ccccc1)C(=O)OCC(=O)NCc1ccco1	0	·	10	6	-12	2	0.2
CC(=O)Nc1ccc(S(=O)(=O)N(C)CC(=O)NCCC2=CCCCC2)cc1	-6	0	6	4	-7	2	-0.4
CC(C)Cc1nc(C#N)c(N2CCC(C(N)=O)CC2)o1	-4	0	-1	-4	1	10	·
COc1ccccc1/C=C/C=C1\Oc2c(ccc(O)c2CN2CCN(CCO)CC2)C1=O	-5	7	-8	8	1	5	·
O=C(C[C@H]1CC[C@@H]2[C@H](COC[C@H](O)CN2C(=O)Nc2ccc(F)cc2)O1)NC1CCC1	-2[16.7 µM]	-2	3	-3	-1	0	-0.6
CN(CC(=O)Nc1ccc(Cl)c(Cl)c1)C(=O)c1ccccc1SCC(=O)N1CCCC1	0	·	1	-1	11	-2	0.8
CC(=O)N[C@@H]1c2c(ccc3ccccc23)OC[C@@H]1COC(C)=O	4	-4	-1	4	-2	-2	-0.1
COc1cc(NC(=O)Nn2cnnc2)cc(OC)c1OC	-2	1	-1	4	10	-1	7.1
O=C(CCN1CCN(Cc2ccccc2)CC1)NNC(=O)Nc1cccc([N+](=O)[O-])c1	-6	-2	-2	6	-7	-27	1.3
CN1C(=O)c2cc(NC(=O)Cc3cccs3)ccc2OC[C@@H]2O[C@@H](CC(=O)N[C@H]3CCN(Cc4ccccc4)C3)CC[C@H]21	·	0	-5	2	-3	1	·
COc1cc(NC(=S)N2CCN(S(=O)(=O)c3ccccc3)CC2)cc(OC)c1	·	1	-2	1	1	-2	2.2
COc1cccc(CN(c2ccccc2C(=O)O)S(=O)(=O)c2ccc(C)cc2)c1	·	3	2	7	-3	4	3.5
CCOC(=O)[C@]12CCCC=C1N(Cc1ccc3c(c1)OCO3)C(=O)[C@H](CC(=O)NCc1cccc(C(F)(F)F)c1)C2	·	2	0	3	-2	-1	2.2
O=C(CN1C(=O)NC2(CCCCCC2)C1=O)Nc1ccccc1[N+](=O)[O-]	159*	-5	1	-6	?	2	-5.8
CCC(C)NC(=O)CN(c1ccc(OC)cc1)S(=O)(=O)c1ccccc1 (stereo not given)	·	-4	1	-2	-1	4	1.6
CC(=O)Nc1cccc(-c2nc3ccccc3o2)c1	·	-1	1	-7	4	0	0.4
N#Cc1ccc(S(=O)(=O)Nc2ccc3ccccc3n2)cc1	·	-1	-4	3	1	1	0.2
CCCCCN(C(=O)COC(=O)COc1c(C)cc(C)cc1C)c1c(N)n(CCCC)c(=O)[nH]c1=O	-2	3	0	9	2	0	-0.8
CCc1nc2c(OCc3ccc(F)c(F)c3)cccn2c1N(C)C(=O)c1ccco1	2	-2	3	3	3	-10	1.1
O=C(COc1ccccc1)NCC(=O)N1CCCC1	0	-1	-2	-1	?	-2	-3.3
O=C(NCc1ccco1)C1CCN(c2nc3ccccc3n2Cc2ccccc2F)CC1	-9	0	-1	1	-5	-3	-1.8
CCCNC(=O)Nc1ccc2c(c1)C(=O)N(C)[C@H]1CC[C@H](CC(=O)NCC3CCCCC3)O[C@@H]1CO2	-17[16.7 µM]	32*	-1	-4	8	-3	-2.9
O=S(=O)(NCc1nnnn1-c1ccc(F)cc1)c1ccc(F)cc1	7	·	-2	2	18	-3	-1.2
O=C(CN1CCN(Cc2ccccc2F)C1=O)NCC1CCCO1 (stereo not given)	·	-3	-1	0	11	0	2.8
C=C(C)c1ccccc1NC(=O)CCN1C(=O)c2ccccc2S1(=O)=O	·	0	0	0	-7	1	-3.0
COc1ccccc1CCNC(=O)c1csc2c1CCCC2	3	-5	2	4	19	-3	2.5
O=C(c1cc2ccccc2o1)N1CCN(S(=O)(=O)/C=C/c2ccccc2)CC1	-3	-4	1	1	9	-1	-2.9
FC(F)(F)c1ccc(-c2nc3ccccc3s2)cc1	4	-3	-3	13	-16	10	1.5
O=C(Cc1ccccn1)N[C@@H]1CC[C@H](CCn2cc(-c3cccnc3)nn2)O[C@H]1CO	·	2	-4	-2	0	-5	1.3
C[C@H](CO)N1C[C@H](C)[C@@H](CN(C)C(=O)NC2CCCCC2)Oc2ccc(NC(=O)Cc3cn(C)c4ccccc34)cc2CC1=O	-3[16.7 µM]	-6	1	1	2	-2	-0.9
CCCn1nc(NC(=O)C2CCCO2)c2cc3cccc(C)c3nc21 (stereo not given)	-4	-3	-4	5	15	-9	-1.9
CCC(=O)N(c1nnc(SCC(=O)Nc2ccccc2Cl)s1)C1CC1	·	1	6	-20	0	-2	-1.4
CC(OC(=O)CCC(=O)c1cccs1)C(=O)NC1CCCCC1C (stereo not given)	·	-12	0	-2	8	3	1.4
COc1ccc(S(=O)(=O)Nc2cccc3c2O[C@@H](CN(C)S(=O)(=O)c2c(C)noc2C)[C@H](C)CN([C@H](C)CO)C3=O)cc1	3[16.7 µM]	102*	1	-1	-2	-1	1.0
CCN(CC)c1ccc2c(O)cc(=O)oc2c1	·	-4	0	-5	1	0	0.6
Cc1cc(C)c(OCCN2CCOCC2)c(Cl)c1	3	-5	1	4	8	0	-2.0
CO[C@@H]1CN(C)C(=O)c2ccc(NC(=O)Nc3cccc(F)c3)cc2OC[C@@H](C)N(C(=O)Nc2c(C)noc2C)C[C@H]1C	·	·	-2	0	63*	2	0.5
CC(C)NC(=O)N1[C@H](C#N)[C@H](c2ccccc2-c2ccc(F)cc2)[C@@H]1CO	·	-2	2	2	7	0	-2.1

Of the compounds above, 3 have a cyano group:
SMILES	miR122 inh	SIRT5 inh	Casp6 inh	ERp5 inh	DENV2 CPE rescue	ERAP1 HTS inh	F508del corr
CC(C)Cc1nc(C#N)c(N2CCC(C(N)=O)CC2)o1	-4	0	-1	-4	1	10	·
N#Cc1ccc(S(=O)(=O)Nc2ccc3ccccc3n2)cc1	·	-1	-4	3	1	1	0.2
CC(C)NC(=O)N1[C@H](C#N)[C@H](c2ccccc2-c2ccc(F)cc2)[C@@H]1CO	·	-2	2	2	7	0	-2.1

Next section.
SMILES	miR122 inh	SIRT5 inh	Casp6 inh	ERp5 inh	DENV2 CPE rescue	ERAP1 HTS inh	F508del corr
CCCC#Cc1cnc2c(c1)C(=O)N([C@H](C)CO)C[C@H](C)[C@H](CN(C)S(=O)(=O)c1cccc(OC)c1)O2	-26[16.7 µM]	0	2	2	0	0	-2.3
O=C(C1=C[C@@H](c2ccc3c(c2)OCO3)C[C@@H](OCCCCO)O1)N1CCOCC1	1	4&-2	0&0	6&0	-7&12	1&1	-2.5&-3.4
O=C(c1nc2ccc(Cl)cn2c1CNCCn1ccnc1)N1CCCCCCC1	10	10	-5	-4	-5	-2	1.6
O=[N+]([O-])c1cccnc1Sc1ccc(Cl)cc1	·	-1	-2	-1	-8	1	-1.9
CCN(c1ccccc1)S(=O)(=O)c1ccc(C(=O)NCCCN2CCOCC2)cc1	·	0	-5	·	13	1	-2.8
Cc1cc(OCC(=O)N(C(C)C)C(C)C)cc(C)c1Br	-6	-1	-2	-3	8	-2	-2.0
COc1ccc(S(=O)(=O)Nc2cccc3c2O[C@@H](CN(C)CC2CC2)[C@H](C)CN([C@H](C)CO)C3=O)cc1	-2[16.7 µM]	-2	0	1	9	0	0.4
C=CCn1c(SCC(=O)Nc2cc(C)on2)nnc1-c1ccccc1F	4	·	2	6	3	-7	1.7
CCOC(=O)Cn1cnc2c(nnn2-c2ccc(F)cc2)c1=O	-3	-4	-2	2	8	0	-0.3
Cc1ccc(C)c(OCc2cc(C(=O)N3CCN(c4ccccc4C)CC3C)no2)c1 (stereo not given)	7	-2	-2	-1	-6	-2	-1.8
CCOC(=O)C1=CCC(c2cccn2C(=O)OC(C)(C)C)N(S(=O)(=O)c2ccc(C)cc2)C1 (stereo not given)	8	-6	-1	3	6	6	-2.0
COc1ccc(S(=O)(=O)Nc2ccc3c(c2)CC(=O)N([C@H](C)CO)C[C@@H](C)[C@@H](CN(C)Cc2ccncc2)O3)cc1	-6[16.7 µM]	0	0	-5	-7	2	1.4
CCOC(=O)N1CCC(N2C(=O)c3ccccc3C2Nc2cc(C)cc(C)c2)CC1 (stereo not given)	6	-9	2	2	3	-1	0.8
